IL-1B inflam inh: blocks inflammasome-driven IL-1 beta release. THP-1 LPS/ATP IL-1B secretion, AlphaLISA, 16 h; hits give low values. activity change, % at 57.5 µM. 4.7% of 360,000 active. AID 743279; in the data active = activity change below about -50%; inconclusive = mostly about -30% to -49%; note: % is set by controls: 0 for no effect and ±100 for the full control effect
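THP-1 cells pretreated 1 hr with compounds (up to 57.5 uM final), then stimulated with LPS (250 ng/mL final) plus ATP (1.25 mM final); secreted IL-1B measured by AlphaLISA after 16 hr, decreased signal indicating inhibition.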
HT1080-NT tox: kills 2HG-producing HT-1080-NT fibrosarcoma cells | HT-1080-NT fibrosarcoma viability, CellTiter-Glo ATP luminescence, 48 h | Potency, µM (doses to about 46.1 µM), for inactives: at the top dose activity, negative = less viability, usual class: cytotoxic | 1.6% of 360,000 active;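 note: NT is the 2HG producing partner of a matched IDH1 knockdown line; potency is the fitted concentration of half-maximal effect; 0% = DMSO-treated cells and -100% = media-only wells without cells; nearly all actives have a fitted effect of over 55% in size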
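A 48-hour cytotoxicity screen used HT-1080-NT cells plated 2 hours before compound delivery. ATP-based CellTiter-Glo luminescence measured viability, normalized to DMSO and no-cell controls.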
GLP1R cytotox: cytotoxicity counter-screen for GLP-1 receptor inverse agonists | HEK293 cAMP-luciferase reporter cells, luminescence, 24 h | Potency, µM (series often up to 38.3 µM), for inactives: at the highest dose activity change, negative = inhibition, actives largely listed as inhibitors | 0.13% of 410,000 active;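 note: loss of luciferase light is scored as toxicity; potency is the fitted concentration of half-maximal effect; % is set by controls: 0 for no effect and ±100 for the full control effect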
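A 23 nL compound transfer followed 12 hours of cell culture at 37 deg C; exposure then lasted 24 hr. Luciferase assay detection reagent was dispensed and plates read for luminescence after a 12 min room-temperature wait.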
HT1080 IDH1KD tx: HT-1080 IDH1 knockdown cell toxicity (counter line) | Potency, µM (series often up to 46.1 µM), without a hit: at the top dose activity, negative = toxicity, usual class: cytotoxic | HT-1080 IDH1 knockdown viability, ATP luminescence, 48 h | 2% of 360,000 active;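 note: potency is the fitted concentration of half-maximal effect; 0% = DMSO wells and -100% = cell-free medium wells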
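Knockdown cells (IDH1KD HT-1080) received compounds 2 h after plating at 750 cells/well and were kept 48 h at 37 °C in 5% FBS RPMI. A CellTiter-Glo luminescence read gave % activity for curve fitting.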
MCF10A rerep: inducers of DNA re-replication in MCF 10A breast cells. MCF 10A DNA re-replication, Hoechst nuclear intensity, 48 h. Potency, µM (highest dose often 46.1 µM), for inactives: at the highest dose activity, positive = re-replication, most hits filed as activators. 2.9% of 350,000 active; note: potency is the fitted concentration of half-maximal effect; % of control where 0% means no effect; nearly all actives have a fitted effect of over 50% in size
D3 ag: D3 dopamine receptor (human) agonism; max activation, %; 0.58% of 410,000 active; P35462; AID 652048; D3R DiscoveRx beta-arrestin cells, luminescence, 90 min; in the data active = max activation above about 30%; note: 0% is about no effect; mostly tested at two doses, the higher about 12 µM
Target sequence (P35462 whole entry, looked up): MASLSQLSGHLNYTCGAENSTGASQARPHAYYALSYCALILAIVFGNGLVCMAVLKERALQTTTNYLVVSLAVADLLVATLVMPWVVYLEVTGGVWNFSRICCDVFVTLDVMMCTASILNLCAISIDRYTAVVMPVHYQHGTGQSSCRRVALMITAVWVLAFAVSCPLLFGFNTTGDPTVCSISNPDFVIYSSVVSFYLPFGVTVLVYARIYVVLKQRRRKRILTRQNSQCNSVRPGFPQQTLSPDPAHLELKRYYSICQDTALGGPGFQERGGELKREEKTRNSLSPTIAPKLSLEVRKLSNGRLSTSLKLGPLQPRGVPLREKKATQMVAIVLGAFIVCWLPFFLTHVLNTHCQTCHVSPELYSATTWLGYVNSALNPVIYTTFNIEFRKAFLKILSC
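Cells at 1500/well, incubated overnight, then treated with pinned compounds (dopamine as control) for 90 min at 37 degrees C. DiscoveRx reagent added for 30 - 60 minutes at room temperature; luminescence read.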
KB-3-1 tox: KB-3-1 parental cell cytotoxicity; 1.4% of 400,000 active; Potency, µM (titrated, usually from 46.1 µM), for the others: top-dose activity change, negative = cytotoxic, hits mostly cytotoxic; KB-3-1 viability, CellTiter-Glo ATP luminescence, 72 h; note: potency is the fitted concentration of half-maximal effect; % is set by controls: 0 for no effect and ±100 for the full control effect; nearly all actives have a fitted effect of over 60% in size
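Multi-concentration cytotoxicity screen in KB-3-1 cells grown in DMEM lacking phenol red with 10% FBS. After 72 h at 37 °C with compound, ATP-dependent luminescence was recorded.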
SW480 rereplic: DNA re-replication induction in SW480 cells; SW480 DNA re-replication, Hoechst DNA content imaging, 48 h; Potency, µM (doses to about 46.1 µM), inactives show top-dose re-replication activation, usual class: activators; 1.8% of 340,000 active; note: potency is the fitted concentration of half-maximal effect; % of control where 0% means no effect; nearly all actives have a fitted effect of over 55% in size
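Compounds, transferred as 23 nL by pin tool, were incubated with cells for 48 hr; DNA content per nucleus was then quantified by Hoechst staining and fluorescence plate imaging.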
KB-V1 MDR tox: kills drug-selected multidrug resistant KB-V1 cells | 3.4% of 400,000 active | AID 1347076 | KB-V1 MDR cells viability, CellTiter-Glo, 72 h | Potency, µM (series often up to 46.1 µM), for the others: at the top dose activity change, negative = cytotoxicity, usual class: cytotoxic; note: potency is the fitted concentration of half-maximal effect; % is set by controls: 0 for no effect and ±100 for the full control effect; nearly all actives have a fitted effect of over 60% in size
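KB-V1 cells (P-gp-expressing MDR subline of KB-3-1) in phenol-red-free DMEM with 10% FBS were exposed to library compounds over a concentration series for 72 h at 37 degrees C. Viability read by CellTiter-Glo luminescence; concentration-effect curves fitted after normalization.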
The depositor's hits bear a star; ? = inconclusive; . = no result given; [ ] = remark or other dose. Unless noted, calls come from the whole dose curve; as a rule, active = well fitted curve in the direction sought with a large enough effect; inconclusive = small, poorly fitted or top-dose-only effect, or another doubt; inactive = no such curve, though single readings can be large; an effect the other way counts as inactive or inconclusive.

SMILES	IL-1B inflam inh	HT1080-NT tox	GLP1R cytotox	HT1080 IDH1KD tx	MCF10A rerep	D3 ag	KB-3-1 tox	SW480 rereplic	KB-V1 MDR tox
CC(=O)c1ccc(Nc2nc(C(N)Cc3ccc(Cl)cc3)cs2)cc1 (stereo not drawn)	-54*	23µM*	-29%	?	.	-9	?	.	-3%
CCN(CC)C(=O)Cn1c(=O)c2ccccc2n2c(=S)sc(-c3cccc(C)c3)c12	0	0%	20%	-1%	1%	-6	-7%	-95%[inhibitor]	2.9µM*
CCOC(=O)/C(C#N)=C\c1ccc(OCC(=O)Nc2ccc(C)cc2C)c(OC)c1	-11	16%	19%	16%	19%	3	-2%	-19%	1%
CC(=O)CSc1nsc(SCC(C)=O)c1C#N	8	-7%	-11%	-3%	1%	-6	?	-3%	11%
CSc1ccc(C2=CC(=O)C[C@H](c3ccc4c(c3)OCO4)C2)cc1	-15	0%	4%	0%	2%	-31	16%	-10%	0%
CC1(c2cccc(Br)c2)NC(=O)N(CC(=O)Nc2cccnc2Cl)C1=O (stereo not drawn)	20	0%	13%	1%	3%	-5	.	2%	.
O=C(O)C1C2C=CC(C2)C1C(=O)Nc1cccc(C(F)(F)F)c1 (stereo not drawn)	14	-6%	5%	-4%	-8%	5	-7%	1%[9.22 µM]	8%
CCOC(=O)c1c(NC(=O)COc2ccc(Br)cc2)sc2c1CCCC2	.	.	-9%	.	.	6	-2%	.	-12%
COc1ccccc1C(=O)COC(=O)c1cc(S(=O)(=O)N2CCCCC2)ccc1N1CCOCC1	-6	2%	0%	-4%	1%	-9	-5%	?	-23%
Cc1ccc(C(=O)N(CC(C)C)c2nc3ccccc3s2)o1	51	?	4%	-17%	14%	27	0%	-2%	-24%
Nn1c(SCC(=O)Nc2cccc(F)c2)nnc1C1CCCCC1	-16	4%	-6%	4%	0%	-10	-6%	-3%	-5%
COc1cccc(-c2nc(SCC(=O)NCc3ccco3)c3c(=O)n(C)c(=O)n(C)c3n2)c1	.	.	15%	.	.	-8	18%	.	0%
CCC1(c2ccc(F)cc2)NC(=O)N(CC(=O)N2CC(=O)Nc3ccccc32)C1=O (stereo not drawn)	-1	2%	-4%	1%	0%	8	2%	-5%	-2%
CCOC(=O)c1ccc(NC(=O)c2cccc(S(=O)(=O)N3CCN(C(C)=O)CC3)c2)cc1	45	-6%	-12%	-1%	5%	5	-21%	0%	-17%
Cc1c(C(=O)NCc2ccc(Cl)c(Cl)c2)sc(=O)n1Cc1ccc(S(C)(=O)=O)cc1	?	-26%	-12%	-25%	.	1	?	.	?
O=C(Nc1cccc(Cl)c1N1CCCCC1)c1ccc2c(c1)OCCO2	-4	?	-6%	?	?	17	-25%	0%	-24%
N#CC(C(=O)C1CCCCC1)c1nc2ccccc2[nH]1 (stereo not drawn)	-9	?	4%	?	?	8	-6%	?	-16%
Cc1cc(C)cc(-n2c(C)cc(C(=O)C(=O)Nc3ccccc3F)c2C)c1	.	.	-1%	.	.	-4	18%	.	1%
CCn1c(SCC(=O)Nc2cc(NC(C)=O)ccc2OC)nnc1-c1ccccn1	-2	0%	-25%	9%	2%	9	2%	-6%	-2%
Clc1c(CSc2nc3ccccc3o2)nc2ccccn12	0	-6%	-3%	-8%	19%	3	-6%	-13%	12%
Cc1ccc(C(=O)N(C)c2nnc(-c3ccncc3)s2)cc1	-4	7%	-3%	14%	-8%	4	-5%	-18%	?
C[C@H](CO)N1C[C@H](C)[C@@H](CN(C)C)Oc2c(NS(=O)(=O)c3cn(C)cn3)cccc2C1=O	11	-1%	2%	3%	-9%	12	0%	0.92µM*	0%
Cc1ccc(-c2csc(-c3nc(-c4ccc(Br)s4)cs3)n2)cc1	.	.	26%	.	.	9	6%	.	10%
CCOc1ccccc1Nc1nnc(SC(C)C(=O)Nc2nc(-c3ccccc3)cs2)s1 (stereo not drawn)	5	-1%	0%	-13%	?	-5	?	?	?
O=C(O)C1CCCC[C@H]1C(=O)Nc1ncc([N+](=O)[O-])s1 (stereo partly drawn)	37	1%	1%	2%	0%	-21	-7%	2%	-29%
CCNC(=O)c1nc[nH]c1C(=O)NCC	-3	1%	8%	2%	-1%	-3	-6%	-2%	-11%
CCCN(CC(=O)Nc1ccccc1C)C(=O)C1CCN(S(=O)(=O)c2ccc3c(c2)OCCO3)CC1	-2	3%	-7%	2%	6%	-1	-9%	-19%	-45%
CC(OC(=O)C1CCCC1)C(=O)Nc1ncc(Cl)cc1Cl (stereo not drawn)	-17	9%	5%	2%	?	-4	15%	8%	?
Cn1cc2c(=O)n(/N=C/c3ccccc3)cnc2n1	-6	-3%	5%	0%	6%	0	13%	0%	25%
CN(C)C=Nc1ccc([N+](=O)[O-])c2ccccc12	?	-15%	-15%	-13%	.	0	-10%	.	-3%
CCOC(=O)Cc1ccc(Nc2nc3cc(-c4ccccc4C)sc3c(=O)n2C)cc1	?	?	3%	?	.	-13	-1%	.	-2%
Cc1cc(C)c2nc(NC(=O)c3ccc([N+](=O)[O-])o3)sc2c1	?	11%	-3%	-18%	?	-3	-3%	2%	-2%
NC(=O)c1cc2ccccc2o/c1=N\NC(=O)c1ccccc1O	-26	3%	-11%	10%	-1%	-2	0%	-19%	-7%
CCc1cc2c(=O)c(-c3nc4ccccc4n3C)coc2c(CN2CCCC(C)C2)c1O (stereo not drawn)	-1	-2%	6%	-5%	?	-5	-13%	3%	-12%
O=C(C1CCN(Cc2ccc(F)cc2)CC1)N(CCc1ccccc1)Cc1ccccc1	-89*	-30%	-28%	-28%	?	-13	16µM*	-75%[inhibitor]	-25%
O=C(CSCc1ccc(F)cc1)NCc1ccc2c(c1)OCO2	-11	-5%	-2%	-7%	?	11	-2%	-8%	-12%
O=c1c2cc(-c3ccccc3)sc2nc2n1N=C(c1ccccc1)CS2	-13	17%	2%	21%	7%	-1	-6%	-1%	19%
COc1cc(Br)cc2cc(C(=O)N3CCN(c4ccccn4)CC3)c(=O)oc12	-10	1%	4%	0%	13%	2	13%	-8%	-20%
COc1ccccc1-n1c(SC)nc(O)cc1=O	-2	5%	8%	3%	-2%	1	3%	-8%	-25%
Cc1nc(-c2ccccc2)sc1C1(C)CC(c2ccccc2F)=NO1 (stereo not drawn)	7	1%	6%	2%	-2%	15	9%	1%	-7%

2 compounds drawn at random from the list so far:
SMILES	IL-1B inflam inh	HT1080-NT tox	GLP1R cytotox	HT1080 IDH1KD tx	MCF10A rerep	D3 ag	KB-3-1 tox	SW480 rereplic	KB-V1 MDR tox
CCOc1ccccc1Nc1nnc(SC(C)C(=O)Nc2nc(-c3ccccc3)cs2)s1 (stereo not drawn)	5	-1%	0%	-13%	?	-5	?	?	?
COc1ccccc1-n1c(SC)nc(O)cc1=O	-2	5%	8%	3%	-2%	1	3%	-8%	-25%

The main list resumes with the five entries that preceded the break.
SMILES	IL-1B inflam inh	HT1080-NT tox	GLP1R cytotox	HT1080 IDH1KD tx	MCF10A rerep	D3 ag	KB-3-1 tox	SW480 rereplic	KB-V1 MDR tox
O=C(CSCc1ccc(F)cc1)NCc1ccc2c(c1)OCO2	-11	-5%	-2%	-7%	?	11	-2%	-8%	-12%
O=c1c2cc(-c3ccccc3)sc2nc2n1N=C(c1ccccc1)CS2	-13	17%	2%	21%	7%	-1	-6%	-1%	19%
COc1cc(Br)cc2cc(C(=O)N3CCN(c4ccccn4)CC3)c(=O)oc12	-10	1%	4%	0%	13%	2	13%	-8%	-20%
COc1ccccc1-n1c(SC)nc(O)cc1=O	-2	5%	8%	3%	-2%	1	3%	-8%	-25%
Cc1nc(-c2ccccc2)sc1C1(C)CC(c2ccccc2F)=NO1 (stereo not drawn)	7	1%	6%	2%	-2%	15	9%	1%	-7%
CCOC(=O)c1c(C)oc2nc(C)nc(NCCCN3CCN(c4ccc(F)cc4)CC3)c12	.	.	9%	.	.	-23	-16%	.	0%
Cc1ccc(CNC(=O)CS(=O)CC(=O)O)cc1 (stereo not drawn)	24	11%	2%	4%	-3%	2	7%	-10%	16%
CCCCCCCCC(=O)N/N=C(\C)c1ccco1	5	-10%	31%	-1%	0%	-6	-3%	2%	-26%
CCN1CCN(c2nc(Nc3ccc(NC(C)=O)cc3)nc(Nc3ccc(NC(C)=O)cc3)n2)CC1	-5	17%	2%	16%	7%	-14	1%	-1%	28%
COc1ccc(-c2nc(CS(=O)CC(=O)NCCN3CCCCCC3)c(C)o2)cc1OC (stereo not drawn)	-22	-5%	10%	14%	9%	-8	8%	-7%	13%
